# Sm TGR block – blocks Schistosoma mansoni thioredoxin glutathione reductase; Q962Y6; purified TGR, DTNB reduction, TNB absorbance 405 nm; Potency, µM (doses to about 114 µM), for the others: at the top dose activity change, negative = inhibition, actives largely listed as inhibitors; 3% of 360,000 active; AID 485364; note: potency is the fitted concentration of half-maximal effect; % is set by controls: 0 for no effect and ±100 for the full control effect; nearly all actives have a fitted effect of over 60% in size
#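 First, TGR (20 nM dispensed) and NADPH were mixed with compound. Second, a 15 min room-temperature incubation followed. Third, further NADPH and then DTNB were added to start the reaction. Finally, TNB absorbance was monitored kinetically.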
# Pf growth 96h – P. falciparum growth inhibition at 96 hour, primary screen for plastid delayed-death inhibitors. P. falciparum luciferase reporter growth, 96 h. Potency, µM (series often up to 28.7 µM), inactives show top-dose activity change, negative = inhibition, hits mostly inhibitors. 6.9% of 320,000 active. AID 504834; note: potency is the fitted concentration of half-maximal effect; % is set by controls: 0 for no effect and ±100 for the full control effect
#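 Luminescence readout: decreased luciferase signal marks inhibited growth of reporter-expressing P. falciparum in infected red cells (2% hematocrit, 0.05% parasitemia final), exposed to compound two generations (96 h, 37 C, 5% CO2).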
# CHX counter – counter-screen hit for Shiga toxin inhibitors, cycloheximide; 12% of 300,000 active; AID 2314; cell reporter, cycloheximide protein synthesis inhibition counterscreen; max response, %; in the data active = max response mostly above about 13%, no sharp cut-off; inactive = mostly below about 14%; note: read at 38.3 µM for the half of the compounds with a filed dose; 0% is about no effect
# FBPA Giardia inh – Giardia lamblia aldolase inhibition | A8B2U2 | purified Giardia FBPA | Potency, µM (doses to about 59.6 µM), for the others: at the highest dose activity, negative = inhibition, hits mostly inhibitors | 0.71% of 290,000 active | AID 2451; note: potency is the fitted concentration of half-maximal effect; % is set by controls: 0 for no effect and ±100 for the full control effect; nearly all actives have a fitted effect of over 55% in size
# Target sequence (A8B2U2 whole entry, looked up): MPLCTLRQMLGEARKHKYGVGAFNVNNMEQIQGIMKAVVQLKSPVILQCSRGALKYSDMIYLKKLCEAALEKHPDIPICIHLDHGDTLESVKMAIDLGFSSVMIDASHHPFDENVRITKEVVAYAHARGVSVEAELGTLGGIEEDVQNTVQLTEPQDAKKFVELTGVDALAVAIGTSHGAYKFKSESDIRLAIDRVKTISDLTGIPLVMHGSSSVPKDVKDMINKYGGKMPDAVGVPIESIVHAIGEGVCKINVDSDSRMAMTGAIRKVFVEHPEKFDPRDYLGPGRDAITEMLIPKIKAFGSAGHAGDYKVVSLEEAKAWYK
#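 Giardia FBPA (40 nM reagent) was preincubated 10 min at RT with compound (up to 57.5 uM final), then substrate plus GAPDH/TPI/NAD/arsenate coupling system with diaphorase/resazurin was added; resorufin fluorescence (525/598 nm) was read after 20 min.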
# Shiga inhibitor – Shiga toxin inhibition; Vero cells, Shiga toxin protein synthesis inhibition reporter; inhibition, % at 38.7 µM; 9.2% of 290,000 active; AID 2315; in the data active = inhibition mostly above about 28%, no sharp cut-off; inactive = mostly below about 43%; note: 0% is about no effect
# Pf growth 48h – inhibits P. falciparum growth in the first generation, 48 h. P. falciparum luciferase growth in erythrocytes, 48 h. Potency, µM (doses to about 28.7 µM), without a hit: top-dose activity change, negative = inhibition, usual class: inhibitors. 5.9% of 310,000 active. AID 504832; note: potency is the fitted concentration of half-maximal effect; % is set by controls: 0 for no effect and ±100 for the full control effect
#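 Growth was read as firefly luciferase luminescence after a 48 h, 37 C, 5% CO2 exposure of compounds to reporter-bearing P. falciparum cultures (0.1% parasitemia, 2% hematocrit final) in Albumax-supplemented RPMI 1640.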
# The depositor's hits bear a star; ? = inconclusive; nt = no result given; & = joins results of further samples; [ ] = dose if it differs, or a comment. Unless noted, calls come from the whole dose curve; as a rule, active = well fitted curve in the direction sought with a large enough effect; inconclusive = small, poorly fitted or top-dose-only effect, or another doubt; inactive = no such curve, though single readings can be large; an effect the other way counts as inactive or inconclusive.
SMILES,Sm TGR block,Pf growth 96h,CHX counter,FBPA Giardia inh,Shiga inhibitor,Pf growth 48h
CC(=O)c1c(C)[nH]c(C(=O)N2c3ccccc3CC2C)c1C (stereo not drawn),0.0%,-12.4%,-4.6,1.5%,-10.4,nt
O=C(NCC(=O)N(Cc1cccs1)C(C(=O)NC1CCCC1)c1cccnc1)c1ccco1 (stereo not drawn),?,33.0%[activator],1.7,0.7%,-2.9,-26.2%
CCC(=O)Nc1nnc(CSCc2ccc(F)cc2)s1,0.0%,0.928µM*,-3.8,-1.5%,-10.2,nt
O=C(O)c1ccc(N2Cc3ccccc3C2)cc1O,?,70.0%[activator],28.6*,1.0%,56.5*,nt
O=C(NCc1ccc2c(c1)OCO2)c1cccnc1Cl,4.4%,3.4%,9.2,3.0%,12.1,11.4%
COc1ccc(NC(=O)CN(C)C(=O)c2ccc(NS(=O)(=O)c3ccc4[nH]c(=O)[nH]c4c3)cc2)cc1,-1.4%,?,nt,nt,nt,1.7%
O=C(Nc1ccccc1)c1n[nH]c(Cn2cncn2)n1,-6.6%,62.1%[activator],3.0,-19.3%,-12.7,31.7%[activator]
Cc1ccc(NC(=O)c2cc(-c3cccs3)on2)cc1C,-40.6%&3.4%,?,56.9*,0.4%,169.6*,455.7%[activator]
O=c1[nH]nc(SCc2ccccc2Cl)n1-c1ccc2c(c1)OCCO2,-8.3%,?,-0.9,1.5%,11.6,-11.9%
O=C(O)c1ccc2nc(-c3ccco3)c(-c3ccco3)nc2c1,0.501µM*,1.1%,-2.6,6.29µM*,-17.4,20.3%
S=C(NCCc1ccccc1)N1CCN(Cc2ccccc2)CC1,5.1%,-20.8%,30.5*,-14.2%,27.0,44.8%[activator]
Cc1ccccc1NC(=S)N(Cc1cccs1)C1CCCC1,9.5%,-12.2%,0.5,6.4%,-9.1,16.4%
CC(=O)C1=C(C)NC(C)=C(C(C)=O)C1c1ccccc1,nt,53.0%[activator],-3.9,6.6%,-11.1,-21.5%
Cc1ccnc(SCC(=O)N2CCC(C(N)=O)CC2)n1,3.6%,26.5%,-1.9,3.9%,-16.2,16.6%
O=C(COC(=O)c1ccccc1C(=O)c1ccccc1)Nc1ccc(SC(F)F)cc1,-7.9%,43.1%[activator],20.1*,-4.5%,-2.3,17.9%
CCCNS(=O)(=O)c1ccc(CCC(=O)Nc2cc(Cl)ccc2Oc2ccccc2)cc1,1.3%,-4.1%,-2.0,0.8%,9.3,13.1µM*
Cc1ccc(N2CCN(C(=O)c3ccccc3NC(=O)C3CC=CCC3C(=O)O)CC2)cc1 (stereo not drawn),-5.6%,-17.8%,8.2,2.1%,28.6,nt
CC(C)N(Cc1nc(-c2ccccc2)no1)C(=O)CN(C)S(=O)(=O)c1ccccc1,-2.6%,52.6%[activator],-1.5,7.5%,2.5,?
CC(C)CN(CC(C)C)S(=O)(=O)N1CCC(C(=O)N2CCc3ccccc3C2)CC1,0.0%,?,-3.2,4.2%,-12.3,5.6%
Cc1cc(Cl)ccc1OCc1cn2cccnc2n1,-8.2%,105.0%[activator],50.6*,1.3%,84.1*,81.8%[activator]
CN(CCO)c1cc(Sc2nc3ccccc3s2)c2nonc2c1[N+](=O)[O-],0.316µM*,58.9%[activator],-1.8,-18.8%,-3.6,41.7%[activator]
CCOP(=S)(OCC)c1ccc(N(C)C)cc1,-9.1%,39.6%[activator],-3.8,1.4%,8.5,?
CSc1nsc2nc(=O)c(/C=C3\C(C)=Nc4ccccc43)c(N)n12,-3.3%,34.8%[activator],11.1,19.4%,19.8,30.3%[activator]
C/C(=N\Nc1cc(C(F)(F)F)ccc1Cl)c1ccccc1O,1.6%,-38.6%,3.5,-2.2%,12.6,?
CCc1cc(=O)oc2cc(C)cc(OCC(=O)NCCCN3CCOCC3)c12,-10.4%,49.2%[activator],7.5,1.4%,-7.7,27.2%
CCCCOC(=O)/C=C/c1ccc(OC(=O)OC)c(OC(=O)OC)c1,-10.6%,3.4%,-1.7,7.0%,-13.2,5.8%
CCCc1cc(=O)[nH]c(SCC(=O)N(CCC#N)c2ccc3c(c2)OCCO3)n1,1.0%,6.5%,nt,nt,nt,5.9%
CCSc1oc(-c2ccco2)nc1S(=O)(=O)c1ccccc1,?,0.9%,0.6,-5.1%,11.9,?
CC1Cc2cc(S(=O)(=O)NCc3ccccc3)ccc2N1C(=O)C1CC1 (stereo not drawn),8.5%,?,26.4*,19.4%,1.9,25.6%
COCC(C)n1c(C)cc(C(=O)CN2C(=O)NC(Cc3c[nH]c4ccccc34)C2=O)c1C (stereo not drawn),-0.3%,5.22µM*,-1.2,-3.0%,34.5,nt
CC(C)C[C@H](NC(=O)C1(c2ccccc2)CCN(C(=O)[C@H]2CSCN2C(=O)OC(C)(C)C)CC1)C(=O)O,-15.5%,-18.1%,-3.6,5.3%,1.4,-10.9%
O=C(O)CCSc1nc2ccccc2c(=O)[nH]1,3.2%,-4.1%,-1.0,1.5%,25.1,4.6%
CCC(c1nnnn1Cc1ccc(OC)cc1)N1CCN(c2ccc(OC)cc2)CC1 (stereo not drawn),-1.5%,-20.9%,9.3,?,-8.7,?
O=C(NCc1ccco1)/C(=C/c1cccnc1)NC(=O)c1ccco1,-3.6%,0.0%,1.1,2.8%,-5.2,14.3%
Cc1cccc(-n2ccnc2SCC(=O)N2CCCc3ccccc32)c1C,-1.1%,-28.7%,10.3,-6.9%,-14.4,-10.6%
COc1nc(N)nc2nc[nH]c12,-14.9%,18.5%,-2.1,-30.0%,-3.6,-6.3%
COc1ccccc1N1CCN(C(=O)CCc2c[nH]c3ccccc23)CC1,2.1%,3.5%,-2.5,0.7%,-3.6,0.0%
CCCN(CCC)CC(O)CN1C(=O)N(CN2C(=O)N(CC(O)CN(CCC)CCC)C(=O)C2(C)C)C(C)(C)C1=O (stereo not drawn),-0.7%,-57.7%,-3.7,5.1%,-14.8,-19.2%
Cc1sc2nc(CN3CCOCC3)[nH]c(=S)c2c1C,-9.6%,?,4.9,-11.2%,6.3,?
O=C(CCCOc1ccccc1)N1CCN(c2ccc(F)cc2)CC1,-11.2%,11.7µM*,24.4*,-6.2%,111.6,nt
CS(=O)(=O)n1nc(OC(=O)c2cccs2)cc1N,39.8µM*,-5.6%,-1.9,5.6%,12.7,?
Cc1onc(-c2ccccc2)c1C(=O)N/N=C/C(Br)=C/c1ccccc1,-3.4%,13.9%,-0.7,11.4%,-3.7,-9.2%
Cc1ccccc1CSc1[nH]c(=O)ncc1C,-6.6%,20.6%,5.4,-14.4%,-2.2,1.7%
COc1cccc(NC(=S)N2CCc3cc(OC)c(OC)cc3C2COc2ccc3c(C)cc(=O)oc3c2)c1 (stereo not drawn),6.5%,?,4.0,-5.8%,5.6,5.22µM*
COc1ccc(-c2cn3cccnc3n2)cc1NC(=O)c1cccs1,2.5%,11.7µM*,-7.8,3.8%,-11.7,2.8%
CCc1ccc2c(c1)[C@]1(C(=O)N2)[C@@H]2C(=O)N(Cc3ccccc3)C(=O)[C@@H]2[C@@H]2CCCN21,-26.5%,-0.2%,4.8,-6.5%,-5.0,?
COc1ccc(N2C3=C(CC4=C2CCCC4=O)C(=O)CCC3)cc1,39.8µM*,11.7µM*,-3.5,1.9%,-3.5,?
C/C(=N\OCc1cccc(C(=O)O)c1)c1ccc(Cl)cc1,0.5%,nt,78.0*,26.2%,124.8*,1.04µM*
O=C(Cn1cc2c(n1)CCCC2)N1CCCc2ccccc21,-6.9%,-17.9%,18.0*,-6.5%,76.3*,4.1%
O=C(NCCCn1ccnc1)c1cn(-c2ccccc2)nc1-c1ccc(F)cc1,0.0%,6.6%,-4.9,3.0%,-7.1,?
CSc1ccccc1C(=O)NC1CCCN(c2ccc(C(F)(F)F)cn2)C1 (stereo not drawn),-1.4%,30.0%,-2.1,13.1%,3.8,4.5%
COc1ccccc1C(=O)N1CCCN(C(=O)c2ccccc2OC)CC1,-1.2%,-7.9%,-1.7,3.5%,-6.0,-3.0%
COc1ccc2nc(NC(=O)c3ccccc3[N+](=O)[O-])sc2c1,15.0%,-23.6%,39.7*,-7.3%,71.1*,13.1%
Fc1ccc(NC(=S)NN2CCOCC2)cc1Cl,?,1.6%,2.0,-18.2%,-2.6,-13.7%
O=C(Nc1ccc(Cl)cc1)C1CCCN(c2cnccn2)C1 (stereo not drawn),-6.4%,?,23.5*,nt,23.0,6.5%
CCc1ccc(CCC(=O)Nc2nc(CC(C)=O)ns2)o1,39.8µM*,-18.2%,-1.0,-10.5%,-3.6,?
C=CCN(CC(=O)NC1CCCC1)C(=O)C(=O)Nc1ccc2c(c1)OCCO2,7.6%,-12.6%,-0.9,-6.3%,-8.7,1.6%
O=C(Nc1ccc2c(c1)OCO2)c1ccc(Cl)c(S(=O)(=O)N2CCOCC2)c1,-12.5%,18.4%,15.8*,nt,38.9*,?
CN1/C(=C\C(=S)NC(=O)c2ccc([N+](=O)[O-])cc2)C(C)(C)c2ccccc21,-18.6%,25.0%,-0.7,-0.2%,1.4,-1.4%
Cc1ccc(S(=O)(=O)N2CCN(CC(O)c3ccccc3)CC2)cc1 (stereo not drawn),6.3%,14.5%,1.1,7.4%,-1.2,-26.3%
# Later entries:
SMILES,Sm TGR block,Pf growth 96h,CHX counter,FBPA Giardia inh,Shiga inhibitor,Pf growth 48h
C=CCn1c(N)c(C(=O)NCC2CCCO2)c2nc3ccccc3nc21 (stereo not drawn),13.0%,?,-2.5,?,-13.1,?
CCC1(c2ccc(F)cc2)NC(=O)N(CC(=O)N2CCN(S(=O)(=O)c3ccc(Cl)cc3)CC2)C1=O (stereo not drawn),1.2%,?,nt,nt,nt,?
Cc1ccc(C(=O)/C=C/c2cc(C#N)n(C)c2C)cc1,-1.0%,-5.0%,35.4*,-10.9%,80.0*,-21.9%
Cn1c(SCC(=O)Nc2ccc(Br)cc2)nc(O)cc1=O,7.8%,12.1%,-2.9,5.6%,19.5,-3.1%
CCc1ccccc1NC(=O)c1ccccc1Sc1ccc([N+](=O)[O-])cc1Cl,-12.2%,-16.7%,-3.1,-1.6%,-9.2,11.7µM*
COCCN(C(=O)Cc1coc2cc(C)c(C)cc12)c1c(N)n(Cc2ccccc2)c(=O)[nH]c1=O,-18.7%,-2.8%,nt,nt,nt,-24.1%
OCC(O)C1OC(Nc2ccc(Br)cc2)C(O)C1O (stereo not drawn),0.0%,14.0%,-3.4,-2.0%,42.9,-6.0%
CC1(NC(=O)CCNC(=O)c2ccc(C(C)(C)C)cc2)CCS(=O)(=O)C1 (stereo not drawn),-23.6%,4.3%,nt,nt,nt,2.7%
COC(=O)c1sccc1NS(=O)(=O)c1ccccc1[N+](=O)[O-],-10.3%,14.1%,nt,nt,nt,-5.2%
COCC(C)NC(=O)NC(=O)c1ccc(Cl)cc1 (stereo not drawn),-4.4%,3.7%,-1.7,5.1%,-4.2,20.1%
CNC(=S)Nc1cc(OC)ccc1OC,?,29.8%,-1.8,?,-1.8,27.9%

# Five structures out of the list, arranged by heavy-atom count, highest first.
SMILES,Sm TGR block,Pf growth 96h,CHX counter,FBPA Giardia inh,Shiga inhibitor,Pf growth 48h
CCCN(CCC)CC(O)CN1C(=O)N(CN2C(=O)N(CC(O)CN(CCC)CCC)C(=O)C2(C)C)C(C)(C)C1=O (stereo not drawn),-0.7%,-57.7%,-3.7,5.1%,-14.8,-19.2%
CCC1(c2ccc(F)cc2)NC(=O)N(CC(=O)N2CCN(S(=O)(=O)c3ccc(Cl)cc3)CC2)C1=O (stereo not drawn),1.2%,?,nt,nt,nt,?
CCCc1cc(=O)[nH]c(SCC(=O)N(CCC#N)c2ccc3c(c2)OCCO3)n1,1.0%,6.5%,nt,nt,nt,5.9%
CCCCOC(=O)/C=C/c1ccc(OC(=O)OC)c(OC(=O)OC)c1,-10.6%,3.4%,-1.7,7.0%,-13.2,5.8%
Cc1ccnc(SCC(=O)N2CCC(C(N)=O)CC2)n1,3.6%,26.5%,-1.9,3.9%,-16.2,16.6%

# Rows were taken by chance; about 24% have a hit in one of these screens.
